# HIV fusion peptide: inhibitors of HIV fusion peptide binding, primary screen, biochemical, uHTS, fluorescence dequenching (AID 1986); cell-free peptide binding, fluorescence dequenching, 30 min; higher % means a stronger effect; inhibition, % at 20 µM, or IC50 in µM where a hit was titrated; 0.3% of 290,000 active; in the data active = inhibition mostly above about 52%, no sharp cut-off; inactive = mostly below about 76%; also: some results filed as inactive read as strong as hits
# AID2073: disruptors of CaV2.2 binding to Mint1 – biochemical, HTRF (AID 2073). HTRF protein-protein interaction, Mint1-CaV2.2; higher % means a stronger effect. one-dose inhibition, % at 20 µM; IC50 in µM for titrated hits. 0.19% of 290,000 active; in the data active = inhibition mostly above about 51%, no sharp cut-off; also: some results filed as inactive read as strong as hits
# HEK293 NOD2/NF-kB: inhibition of NOD2-driven NF-kB reporter – cell-based, luminescence, uHTS, HEK293 (AID 1566); 0.63% of 290,000 active; inhibition, % at 4 µM; hits with a dose series show EC50 in µM; HEK293 NOD2/NF-kB luciferase reporter, luminescence; higher % means a stronger effect; also: many of its hits are not listed in these tables
# NOD1 inhibition: NOD1 signaling inhibitors, primary screen, cell-based, luminescence, uHTS (AID 1578) | inhibition, % at 4 µM; hits with a dose series show EC50 in µM | 1% of 290,000 active | NOD1-driven NF-kB luciferase reporter cells, luminescence; higher % means a stronger effect; in the data active = inhibition mostly above about 36%, no sharp cut-off; inactive = mostly below about 34%;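 also: HEK-293T reporter cells stimulated with the NOD1 agonist gamma-tri-DAP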
# Dengue-2 NS5 capping: Dengue-2 NS5 methyltransferase inhibitors, primary screen, biochemical, confirmation dose response (AID 588689); Dengue-2 NS5 methyltransferase capping enzyme assay, biochemical; higher % means a stronger effect; inhibition, % at 25 µM, or IC50 in µM where a hit was titrated; 0.3% of 340,000 active; in the data active = a potency from the dose series
# KOR beta-arrestin-1: kappa opioid receptor activators – cell-based, luminescence, uHTS, primary screen (AID 1777) | one-dose activation, % at 10 µM; EC50 in µM for titrated hits | 0.02% of 280,000 active | KOR beta-arrestin recruitment, luminescence; higher % means a stronger effect; in the data active = activation above about 50%, passing the limit was not always enough; also: a part of the inactive calls stands beside numbers as strong as those of hits
# West Nile virus CPE: West Nile virus antiviral activity, cell-based, CPE readout (AID 1621) | West Nile virus-infected cells, CPE inhibition; higher % means a stronger effect | 0.02% of 290,000 active | CPE inhibition, % at 10 µM; hits with a dose series show IC50 in µM; in the data active = a potency from the dose series; also: strong numbers were not always called active
# Yfh1-off respiration: enhancers of respiration in Yfh1-depleted yeast, dose response, Friedreich's ataxia, plus single-dose screen (AID 1465); S. cerevisiae Yfh1-off respiration, WST-1 reduction, 72 h; higher fold induction means a stronger effect; 0.074% of 220,000 active; one-dose fold induction at 50 µM; EC50 in µM for titrated hits;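 active = fold induction of absorbance versus untreated yeast above a set limit, then at least 30% activation at any dose in follow-up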;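 also: activators that raise dye reduction in frataxin-depleted yeast; strong numbers were not always called active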
# KOR beta-arrestin-2: KOR antagonists, beta-arrestin recruitment, cell-based, luminescence, uHTS (AID 1778) | KOR beta-arrestin recruitment, luminescence, antagonist mode; higher % means a stronger effect | one-dose inhibition, % at 10 µM; IC50 in µM for titrated hits | 0.091% of 290,000 active; also: strong numbers were not always called active
# Dengue-2 NS5 capping pilot replicate: also measured in Dengue-2 NS5 capping; calls as there; inhibition, %; measured here: pilot screen replicate inhibition
# The depositor's hits bear a star; i = inactive; . = no result given; [ ] = dose if it differs, or a comment. Rule as the data show it, unless noted: active = inhibition above about 50%; inactive = the rest. An excerpt; count on the stated rates, not on these rows.
SMILES,HIV fusion peptide,AID2073,HEK293 NOD2/NF-kB,NOD1 inhibition,Dengue-2 NS5 capping,KOR beta-arrestin-1,West Nile virus CPE,Yfh1-off respiration,KOR beta-arrestin-2,others
O=C(N/C(=C\c1ccccc1)C(=O)N1CCN(CCO)CC1)c1ccccc1,-0.8%,-12%,9%,-25%,2%,0.6%,0.8%,i,6%,
CC1CCC/C(=N\Nc2ccc(Cl)c(C(=O)O)c2)C1 (configuration not stated),18%,1%,-4%,-16%,10%,3.6%,0.2%,i,-42%,
CCn1c(SCC(=O)Nc2cc(C)ccc2C)nnc1-c1cnccn1,14%,-10%,7%,-11%,-13%,2.7%,-0.3%,i,-18%,
O=C(CN1C(=O)c2ccccc2S1(=O)=O)c1ccccc1F,-0.6%,6%,8%,-42%,-1%,1.5%,-0.3%,.,-6%,
Cc1cc(=O)n(C(NC(=O)c2ccccc2)C(=O)c2ccccc2)cn1 (configuration not stated),1.4%,0%,15%,-37%,-8%,8.7%,-0.3%,i,12%,
Cc1ccccc1CSCC(=O)Nc1ccccc1Br,-1.5%,-1%,-1%,-14%,-8%,5.4%,-0.2%,.,-6%,Dengue-2 NS5 capping pilot replicate=-3.9
COc1cccc(-c2csc(N3CCN(C(=S)Nc4ccccc4Cl)CC3)n2)c1,-0.9%,-7%,10%,-22%,-6%,0.0%,-0.2%,i,-10%,
CCOC(=O)CN(c1ccccn1)S(=O)(=O)c1ccc(OC)cc1,-0.7%,18%,6%,-45%,-2%,-1.3%,-0.4%,i,-10%,
C=CCN=C1S/C(=C\c2ccc(Cl)cc2)C(=O)N1CC=C,-1.3%,1%,20%,5%,.,4.3%,0.3%,i,27%,
Cc1ccc(N2CC(O)=C(c3nc4ccccc4c(=O)[nH]3)C2=N)cc1C,-0.5%,21%,18%,0%,4%,.,0.9%,i,-3%[20 µM],
Cc1ccc(C(CNC(=O)Nc2ccc(Cl)cc2)N2CCN(C)CC2)cc1 (configuration not stated),1.2%,44%,0%,2%,0%,-3.3%,0.5%,.,-28%,
COc1ccc(-c2cc3c(=O)n(CC(=O)NCCCN4CCC(N5CCCCC5)CC4)nc(C)n3n2)cc1,1.3%,14%,-4%,-34%,-8%,1.3%,0.1%,.,-36%,
COc1ccccc1N(CC(=O)NC1CCCC1)C(=O)CCC(=O)Nc1cc(C)on1,0.8%,7%,12%,-9%,-5%,-1.8%,0.0%,i,2%,
CCOc1cc(NC(=S)NCC2CCCO2)c(OCC)cc1NC(=O)c1ccccc1F (configuration not stated),-1.9%,6%,10%,-47%,5%,-2.9%,0.0%,i,-13%,
CCCCN(C(=O)CCC(=O)Nc1cc(C)on1)C(C(=O)NC1CCCC1)c1ccc(OCC)cc1 (configuration not stated),0.7%,7%,13%,24%,0%,-0.9%,-0.8%,.,-20%,
CC1(C)CC(NS(=O)(=O)c2ccccc2)CC(C)(C)N1,1.5%,8%,1%,7%,-6%,2.3%,0.3%,i,-78%,
COc1ccccc1/C=C/C(=O)N1CCOCC1,-1.3%,5%,-3%,-4%,-6%,-5.2%,0.0%,i,28%,
COC(=O)c1cccc(NC(=O)c2nn(C(C)C)c(=O)c3ccccc23)c1,-0.3%,11%,10%,-15%,-3%,13%,0.0%,i,7%,
CSc1ccccc1OCc1cc(C(=O)NCCc2ccco2)no1,2.2%,0%,-23%,-58%,-8%,-3.3%,-0.3%,.,-3%,
COc1ccc(Cl)cc1NC(=S)NCc1cccs1,-0.8%,-10%,12%,4%,-5%,2.0%,-0.5%,i,-100%[20 µM],
COC(=O)CSc1ccc(S(=O)(=O)N2CCC(C)CC2)cc1[N+](=O)[O-],1.8%,-2%,5%,-3%,3%,4.5%,-0.1%,i,-30%,
CCOc1cc(N2CCOCC2)c(OCC)cc1NC(C)C(=O)N1CCN(CC)CC1 (configuration not stated),1.2%,-6%,3%,-46%,17%,0.3%,1.1%,i,-41%,
CCOCCCn1c(C)nc2c[n+](CC(=O)c3ccc4ccccc4c3)cc(Br)c21,-1.5%,23%,-16%,-14%,.,5.0%,-0.1%,i,2%,
CCCCN(CC)CCNC(=O)CN1C(=O)COc2ccc(S(=O)(=O)N3CCCC3)cc21,1.1%,-3%,2%,38%,1%,11%,1.0%,i,-16%,

# Entries above containing bromine, in the order listed:
SMILES,HIV fusion peptide,AID2073,HEK293 NOD2/NF-kB,NOD1 inhibition,Dengue-2 NS5 capping,KOR beta-arrestin-1,West Nile virus CPE,Yfh1-off respiration,KOR beta-arrestin-2,others
Cc1ccccc1CSCC(=O)Nc1ccccc1Br,-1.5%,-1%,-1%,-14%,-8%,5.4%,-0.2%,.,-6%,Dengue-2 NS5 capping pilot replicate=-3.9
CCOCCCn1c(C)nc2c[n+](CC(=O)c3ccc4ccccc4c3)cc(Br)c21,-1.5%,23%,-16%,-14%,.,5.0%,-0.1%,i,2%,

# Continued:
SMILES,HIV fusion peptide,AID2073,HEK293 NOD2/NF-kB,NOD1 inhibition,Dengue-2 NS5 capping,KOR beta-arrestin-1,West Nile virus CPE,Yfh1-off respiration,KOR beta-arrestin-2,others
O=C(O)c1ccc(-n2nc(C(F)(F)F)cc2-c2cccs2)cc1,3.9%,12%,11%,-11%,1%,-12%,1.0%,.,37%,
O=C(CSc1nnc(-c2ccncc2)n1Cc1ccccc1)NCCc1ccccc1,0.1%,-5%,7%,6%,-7%,-6.0%,-0.1%,i,-6%,
CCOC(=O)N1CCN(C(=O)c2ccc(N3CC4CC(C3)c3cccc(=O)n3C4)c(NC(=O)c3ccc(F)cc3)c2)CC1 (configuration not stated),2.1%,2%,8%,-20%,-9%,-2.2%,-0.5%,.,-30%,
CC(=O)c1ccc(Oc2cnccn2)cc1,-0.9%,-14%,0%,-9%,-3%,1.4%,0.1%,i,-37%,
CCCCOC(=O)c1ccc(NS(=O)(=O)c2cc(-c3nnnn3CC)ccc2OC)cc1,-1.7%,10%,-8%,-5%,6%,7.3%,-0.3%,i,-24%,
Cc1c(Cl)cccc1NC(=O)c1cc(-c2ccccc2O)n[nH]1,4.3%,2%,-37%,-36%,3%,5.7%,0.3%,i,-5%,
O=C(NCCN1CCOCC1)c1ccc2c(c1)N(Cc1ccc(Cl)cc1)CCS2,-0.8%,18%,27%,5%,1%,0.5%,-0.7%,i,-8%,
COc1ccccc1-n1c(-c2cc(-c3ccc(F)cc3)n[nH]2)n[nH]c1=S,0.0%,18%,0%,-27%,-5%,-8.5%,-0.2%,i,-3%,
CCOC(=O)NC1(NC(C)C)Oc2ccccc2O1,0.5%,-7%,-4%,21%,2%,6.4%,-1.2%,i,-35%,
CCOC(=O)c1c(C)c(C(=O)NCc2ccc(OC)cc2)c(C)n1C,-0.2%,5%,-7%,-30%,-7%,-3.4%,-0.8%,i,-12%,
COc1cc2c(cc1OC)-c1cc(N3CCCc4ccccc43)nc(=O)n1CC2,1.2%,31%,-9%,-44%,1%,6.4%,-0.1%,i,-69%,
Cc1onc(-c2ccncc2)c1C(=O)O,2.5%,-4%,0%,-16%,-3%,0.6%,0.0%,i,-14%,
CSc1ccc(CN2CCN(CCC(C)C)C(CCO)C2)cc1 (configuration not stated),-0.7%,-6%,2%,-6%,-3%,0.9%,-0.4%,i,-25%,
CC(C)Cc1nnc(NS(=O)(=O)c2ccc(Cl)cc2)s1,5.8%,-13%,11%,-14%,-5%,-0.1%,0.2%,i,-24%,
C=CCOc1c2ccc(C(=O)NC3CCCc4ccccc43)cc2nn1C (configuration not stated),-2.4%,26%,16%,18%,-1%,1.4%,0.2%,i,27%,
CCc1ccc(NC(=O)CCn2c(=O)oc3ccccc32)cc1,2.8%,9%,-17%,-46%,-4%,0.5%,-0.4%,i,-7%,
C/C=C/C(=O)Nc1ccccc1Br,0.4%,-2%,-1%,-7%,-2%,6.8%,-0.3%,i,33%,
CSCc1ccc(C(=O)NCc2ccc(F)cc2)cc1,1.7%,-2%,6%,-27%,-1%,-3.8%,0.5%,i,33%,
CCCc1cc(=O)[nH]c(SCC(=O)c2cc(C)n(CCC)c2C)n1,41%,-27%,16%,22%,5%,-2.1%,-0.1%,i,15%,
O=C1NCCC/C1=N\Nc1ccc(Br)cc1,-0.6%,-7%,-27%,-4%,0%,-0.5%,-0.2%,i,-7%,
COc1ccc(Cc2nnc(NC(=O)c3ccccc3C)s2)cc1,-0.4%,2%,24%,-12%,-11%,-2.5%,-0.4%,.,-21%[20 µM],
Cc1cccc(/C=N/N(CCO)C2=NS(=O)(=O)c3ccccc32)c1,0.7%,5%,17%,-21%,-12%,1.7%,-0.9%,i,2%,
COC(=O)C1=C(O)/C(=C\c2ccc(CNC(=O)C(=O)Nc3ccc(C)c(C)c3)o2)N=C1C,4.1%,10%,10%,-18%,14%,0.8%,-0.2%,i,14%,
CCOc1ccc(C(=O)Nc2ccc(N3CCN(C)CC3)cc2)cc1,1.0%,7%,-2%,-15%,0%,5.9%,-0.2%,.,-58%[20 µM],
CCOc1ccc(-c2nc(CN3CCCC(C(=O)N4CCOCC4)C3)c(C)o2)cc1 (configuration not stated),-2.3%,4%,10%,0%,0%,3.5%,-1.2%,.,-11%,
COc1cc(/C=N/NC(=O)c2ccc(Cn3cc([N+](=O)[O-])cn3)o2)cc(Br)c1O,0.7%,4%,17%,0%,-2%,-5.4%,-0.4%,i,-6%[20 µM],
Cc1cc(C)nc(SCC(N)=O)n1,-0.1%,3%,-16%,-8%,1%,-0.7%,0.8%,i,-15%,
Clc1ccc(OCCOCCN2CCc3ccccc3C2)c(Cl)c1,-1.0%,-2%,-2%,-29%,-3%,-2.2%,-1.4%,i,18%,
O=C(Cn1c(=O)n(Cc2ccco2)c(=O)c2c3c(sc21)CCCC3)Nc1ccccc1,2.4%,14%,10%,-10%,-29%,-1.4%,0.3%,i,38%,
CCOc1ccc2ccccc2c1C(=O)Nc1cc(=O)n(C)c(=O)n1C,-1.2%,22%,1%,-22%,3%,2.9%,0.1%,i,18%,
CCOC(=O)c1c(-c2cccs2)csc1NC(=O)CN(CC)CC,-1.1%,3%,-6%,23%,-7%,3.7%,2.5%,i,11%,Dengue-2 NS5 capping pilot replicate=2.7
O=C(NC(=O)c1ccncc1)NC(c1ccccc1)c1ccccc1,-1.6%,-6%,-1%,6%,3%,4.1%,-0.3%,i,4%,
CCOC(=O)c1cccc(NC(=O)CN2C(=O)C3C4C=CC(C4)C3C2=O)c1 (configuration not stated),0.1%,-1%,0%,-9%,1%,1.2%,-0.2%,i,1%,
CC(C)(C)OC(=O)NCC1CCN(S(=O)(=O)Cc2ccccc2)CC1,1.4%,1%,13%,5%,-4%,-4.8%,-0.7%,.,9%,
COc1cc(C(=S)N2CCOCC2)ccc1OC(=O)/C=C/c1ccco1,6.8%,-2%,14%,-23%,-3%,-1.0%,-0.2%,i,-55%,
N#CCSc1nn(-c2ccc(F)cc2)c(=S)s1,-1.9%,40%,5%,-21%,-4%,-2.2%,1.4%,i,-10%,
O=C(NC(NCc1cccnc1)C(Cl)(Cl)Cl)c1cccc2ccccc12 (configuration not stated),1.7%,9%,-10%,-28%,-3%,-0.5%,-1.1%,i,-8%,

# By substructure: the compounds so far containing a nitro group on carbon
SMILES,HIV fusion peptide,AID2073,HEK293 NOD2/NF-kB,NOD1 inhibition,Dengue-2 NS5 capping,KOR beta-arrestin-1,West Nile virus CPE,Yfh1-off respiration,KOR beta-arrestin-2,others
COC(=O)CSc1ccc(S(=O)(=O)N2CCC(C)CC2)cc1[N+](=O)[O-],1.8%,-2%,5%,-3%,3%,4.5%,-0.1%,i,-30%,
COc1cc(/C=N/NC(=O)c2ccc(Cn3cc([N+](=O)[O-])cn3)o2)cc(Br)c1O,0.7%,4%,17%,0%,-2%,-5.4%,-0.4%,i,-6%[20 µM],

# Screens as filed in PubChem BioAssay.
